PPARg SRC-1 ag: agonists of human PPARgamma SRC-1 coactivator recruitment. AID 631. 200,000 tested, 0.41% active. P37231. activation, % at 8 µM. PPARgamma-SRC-1 coactivator recruitment biochemical assay; in the data active = activation above about 19%;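 note: 0% = DMSO and 100% = reference agonist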
Target sequence (P37231 whole entry, looked up): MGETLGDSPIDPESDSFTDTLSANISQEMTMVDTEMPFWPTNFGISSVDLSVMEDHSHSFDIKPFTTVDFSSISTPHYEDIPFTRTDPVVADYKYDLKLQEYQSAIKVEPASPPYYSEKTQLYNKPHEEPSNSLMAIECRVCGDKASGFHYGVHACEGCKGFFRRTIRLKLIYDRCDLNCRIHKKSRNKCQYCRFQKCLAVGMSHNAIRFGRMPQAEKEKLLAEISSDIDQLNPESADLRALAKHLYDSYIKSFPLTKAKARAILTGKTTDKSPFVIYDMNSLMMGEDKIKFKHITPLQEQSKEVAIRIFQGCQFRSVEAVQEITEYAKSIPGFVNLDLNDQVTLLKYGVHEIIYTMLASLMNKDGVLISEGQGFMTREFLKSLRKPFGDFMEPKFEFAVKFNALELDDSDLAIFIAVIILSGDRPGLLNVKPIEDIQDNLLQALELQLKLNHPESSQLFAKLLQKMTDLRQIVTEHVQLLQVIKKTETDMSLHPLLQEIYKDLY
STAT3 blocker: STAT3 signaling inhibition; AID 862; U3A cells, IL-6 STAT3-luciferase reporter, luminescence; host cell line lacks STAT1; 190,000 tested, 0.89% active; inhibition, % at 5.5 µM;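 active = inhibition above the mean inhibition across all screened compounds plus 3 SD, cut at about 44% in these data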;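 note: 0% = DMSO only wells and 100% = 100 µM nifuroxazide control wells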
STAT3 activator: increases IL-6 driven STAT3 reporter signal; U3A cells, IL-6 STAT3-luciferase reporter, luminescence; 100% = signal with IL-6 EC80 alone; activation (% of control), % at 5.6 µM; 190,000 tested, 0.91% active;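 active = activation above the screen-wide mean of compound activation plus 3 SD, cut at about 130% in these data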;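 note: 0% = background luminescence of wells with medium and substrate only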
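Test system: Human STAT1-deficient U3A cells with stable STAT3-luciferase reporter | Also added: Interleukin-6, 33 ng/mL | Timing: Compound pre-incubation 1 h before IL-6, then 6 h stimulation at 37 °C | Technique: Luciferase reporter luminescence | Read-out: Percent of IL-6-only median luminescence | Benchmarks: IL-6-only wells as 100% reference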
TR-FRET SRC-2 ct: counter-screen for PPARgamma SRC-2 recruitment agonists: TR-FRET artefact. active compounds read high. TR-FRET ratio at 8 µM. 200,000 tested, 0.4% active. AID 1049; in the data active = TR-FRET ratio above about 2000; note: inactives centre near 1500
ROMK mod: modulates human ROMK potassium channel activity | Tet-inducible ROMK, thallium flux fluorescence; actives lie on both sides | P48048 | B-score at 10 µM | 130,000 tested, 2% active;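 active = signal ratio slope over the read window, or its plate-corrected B-score, at least 3 SD from the plate mean, either direction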;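 note: B-score of the F/F0 ratio slope over 7 to 12 s after thallium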
Target sequence (P48048 whole entry, looked up): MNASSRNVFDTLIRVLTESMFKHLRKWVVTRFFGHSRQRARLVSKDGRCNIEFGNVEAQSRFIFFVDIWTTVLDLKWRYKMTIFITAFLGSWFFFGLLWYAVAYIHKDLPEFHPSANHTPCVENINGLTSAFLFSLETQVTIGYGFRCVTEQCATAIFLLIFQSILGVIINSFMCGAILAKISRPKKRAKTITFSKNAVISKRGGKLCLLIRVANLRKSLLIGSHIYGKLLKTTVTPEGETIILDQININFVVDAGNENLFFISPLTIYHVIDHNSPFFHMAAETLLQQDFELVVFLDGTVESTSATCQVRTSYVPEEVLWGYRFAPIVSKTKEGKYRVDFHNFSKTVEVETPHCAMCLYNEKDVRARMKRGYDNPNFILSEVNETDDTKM
TNAP act hiacc: activators of human TNAP at high phosphate acceptor concentration. P05186. AID 1136. 200,000 tested, under 10 active. activation factor at 20 µM. purified TNAP, CDP-star luminescence, 1 M DEA, 30 min; active compounds read high; 0 = EDTA background, 1 = DMSO-only activity;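 active = activation factor at least 2 at 20 µM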
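Test system – human TNAP · Doses – 20 µM single point · Incubation – 30 min, room temperature · Signal – luminescent substrate turnover signal · Read-out basis – activation factor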
PPARg SRC2 recr: agonists of SRC-2 recruitment by human PPARgamma; PPARgamma LBD-SRC-2 recruitment, biochemical; activation, % at 8 µM; 200,000 tested, 0.34% active; AID 1032; in the data active = activation above about 22%;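 note: 0% = vehicle and 100% = reference agonist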
bIAP inhibitor: intestinal alkaline phosphatase (bovine) inhibition | inhibition, % at 20 µM | AID 1019 | 190,000 tested, under 10 active | purified bovine IAP, CDP-star luminescence, 30 min;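 active = over 50% inhibition of intestinal alkaline phosphatase at 20 µM in the single-dose screen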
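System: Purified bovine intestinal alkaline phosphatase (IAP) enzyme | Input: IAP diluted 1/65,000,000 in the well | Also added: CDP-star chemiluminescent phosphatase substrate, 30 µM final | Dosing: 20 µM single dose | Times: Enzyme reaction for 30 min at room temperature | Detection: Luminescence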
STAT1 inh: STAT1 signaling inhibition | NIH 3T3 STAT1-luciferase reporter, IFN-gamma, luminescence | AID 920 | inhibition, % at 5.5 µM | 200,000 tested, 0.35% active;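 active = inhibition above a set limit, the mean inhibition across all tested compounds plus 3 SD, cut at about 34% in these data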;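 note: 0% = IFN-gamma with DMSO and 100% = IFN-gamma with 300 µM nifuroxazide; values of inactives mirror those of a sister screen read the other way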
bIAP activator: increases bovine intestinal alkaline phosphatase activity; purified bovine IAP, CDP-star luminescence, 30 min; active compounds read high; fold of DMSO-control signal, blank-subtracted; activation factor at 20 µM; 200,000 tested, 0.17% active; AID 1016;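 active = activation factor of 2 or more at 20 µM, a signal rise over negative controls twice the positive control's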
PPARg SRC3 recr: PPARgamma-driven SRC-3 recruitment agonism; biochemical PPARgamma/SRC-3 coactivator recruitment assay; activation, % at 8 µM; 200,000 tested, 0.26% active; in the data active = activation above about 23%;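 note: 0% = DMSO and 100% = reference agonist; some compounds past the cut are filed as inactive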
An asterisk follows results filed as active; nt = no result given.

# | Compound | ROMK mod | STAT3 activator | TNAP act hiacc | bIAP activator | PPARg SRC3 recr | PPARg SRC2 recr | bIAP inhibitor | PPARg SRC-1 ag | TR-FRET SRC-2 ct | STAT1 inh | STAT3 blocker
1 | CN(/N=C/C=C/c1ccccc1)C1=NS(=O)(=O)c2ccccc21 | nt | 89 | 1 | 1 | 1 | 1 | 3 | 8 | 1790 | -6 | 16
2 | O=C(CN1CC(c2ccccc2)CC1=O)OCc1cccc(Br)c1 (stereo unspecified) | nt | 96 | 1.1 | 0.9 | 8 | 13 | 12 | 8 | 1542 | 4 | 8
3 | CCOc1cc(/C=C\[N+](=O)[O-])ccc1OCC(=O)Nc1ccccc1C | -0.21 | 110 | 1 | 0.9 | 2 | 2 | 7 | -2 | 1520 | -6 | -4
4 | Cn1nnnc1SCC(=O)N1CCOCC1 | nt | 97 | 1 | 0.9 | 1 | -3 | 7 | -7 | 1525 | -3 | 7
5 | Cn1nc(C(=O)NC2CCCc3ccccc32)ccc1=O (stereo unspecified) | 0.72 | 94 | 1 | 1 | 3 | 6 | -3 | 9 | 1422 | 3 | 10
6 | NNC(=O)c1sccc1OCc1cccc(C(F)(F)F)c1 | 0.22 | 90 | 1 | 1 | 2 | -5 | 0 | 6 | 1459 | -4 | 15
7 | O=[n+]1cc(-c2cccc3ccccc23)n([O-])c2c1CCC2 | 0.66 | 99 | 1.1 | 0.9 | -4 | 0 | 8 | -2 | 1319 | -4 | 8
8 | CCOc1ccc(C(C(=O)Nc2ccc(F)cc2)N(C(=O)Cn2nnc3ccccc32)C2CC2)cc1 (stereo unspecified) | nt | 104 | 1 | 0.9 | -12 | 6 | 8 | -1 | 1443 | -4 | -2
9 | CC(=O)c1nn(-c2cccc(Br)c2)cc1C(=O)c1ccc(C)cc1 | 0.17 | 103 | 1.1 | 0.8 | 4 | 4 | 17 | 2 | 1702 | -1 | -5
10 | CC1(c2cc([N+](=O)[O-])cc([N+](=O)[O-])c2)CC(C)(C)N(C(=O)c2ccccc2)c2ccccc21 (stereo unspecified) | nt | 99 | 1.1 | 0.9 | 2 | 2 | 7 | 7 | 1375 | 9 | 8
11 | CCCCNC(=O)c1ccc(SCC(=O)N(CC)CC)c([N+](=O)[O-])c1 | -0.11 | 98 | 1 | 1 | 2 | 3 | -2 | 2 | 1543 | -4 | 5
12 | Cc1cc(C)c2nc(SCC(=O)Nc3ccccc3N3CCOCC3)c(C#N)cc2c1 | 0.58 | 92 | nt | nt | 2 | 9 | nt | 0 | 1652 | 5 | 13
13 | O=C(COc1ncnc2sccc12)Nc1ccc(F)cc1F | 0.095 | 98 | 1.1 | 1.1 | 9 | 8 | -8 | 9 | 1806 | 1 | 3
14 | O=C(O)c1cc(S(=O)(=O)N2CCOCC2)c(Sc2ccccn2)cc1Sc1ccccn1 | nt | 102 | 1.1 | 0.8 | 0 | 4 | 19 | 10 | 1690 | 4 | 4
15 | CC1CCN(c2nc3c(c(=O)[nH]c(=O)n3C)n2Cc2ccccc2)CC1 | nt | 106 | 1 | 0.9 | 5 | -2 | 11 | -2 | 1684 | -3 | 2
16 | O=c1c2ccc([N+](=O)[O-])cc2ncn1CCOc1ccccc1 | -1.6 | 106 | 1.1 | 0.9 | -2 | -7 | 14 | -6 | 1312 | -3 | -3
17 | Cc1ccc2cc(C#N)c(N3CCCN(S(=O)(=O)c4ccccc4)CC3)nc2c1 | nt | 102 | 1.1 | 1 | 6 | 0 | -3 | 13 | 1881 | 0 | 0
18 | Cc1nn(C)c(C)c1CN(Cc1nc(CCC(C)C)no1)C(C)C | 0.23 | 37 | 1 | 0.9 | 0 | 8 | 7 | -11 | 1608 | 32 | 76*
19 | COc1ccccc1C1CC(c2ccccc2)=NN1C(=S)Nc1ccccc1 (stereo unspecified) | 1.2 | 127 | 1 | 1 | 23* | 37* | -3 | 43* | 2595* | 3 | -27
20 | Cn1nc(C(=O)N2CCCc3ccccc32)c2ccccc2c1=O | -0.27 | 98 | 1 | 1.1 | 4 | 3 | -12 | 2 | 1766 | 0 | 14
21 | CCn1cc([N+](=O)[O-])c(C(=O)N2N=C(c3ccc(OC)cc3OC)CC2c2ccccc2O)n1 (stereo unspecified) | 0.21 | 102 | 1 | 0.9 | -2 | 7 | 8 | 0 | 1592 | 0 | -6
22 | CCCCCCCCS(=O)CCC(=O)O (stereo unspecified) | 0.0047 | 96 | 1 | 1.1 | 2 | 4 | -7 | 9 | 1502 | -3 | 6
23 | O=C1Nc2cc(Cl)c(Cl)cc2N(O)N1c1ccccc1 | -0.6 | 99 | 1 | 1 | -4 | 5 | -2 | -5 | 1534 | -2 | 8
24 | O=C(c1ccncc1)N1CCN(c2ccc3ccccc3n2)CC1 | -0.14 | 90 | 1 | 1 | 3 | 9 | -3 | 1 | 1463 | 10 | 17
25 | CCOC(=O)c1c(C)nc2sc(C(N)=O)c(N)c2c1-c1ccc(OC)cc1 | 0.012 | 94 | 1 | 1 | 2 | 4 | 5 | -1 | 1604 | 10 | 13
26 | CCCCCCCC1=CC2=CC(=O)C(C)(OC(C)=O)C(=O)C2=CN1CCc1ccccc1 (stereo unspecified) | 0.7 | 103 | 1 | 0.9 | 2 | 1 | 13 | 3 | 1620 | -3 | -6
27 | COc1cccc(CN2C(=O)CN(C3CCCCC3)C(=O)C2c2ccc(F)cc2)c1 (stereo unspecified) | nt | 101 | 1 | 1 | 10 | -3 | -4 | -1 | 1656 | 2 | 4
28 | Cc1cnc(CN(C)C(=O)c2cc(COc3c(F)cccc3F)on2)[nH]1 | 0.3 | 95 | 1.1 | 1 | 4 | 13 | 1 | 10 | 1688 | 5 | 10
29 | Cc1ccc(C(=O)Nc2ccccc2NC(=O)c2ccc(C)o2)o1 | nt | 102 | 1.1 | 0.9 | -2 | 4 | 14 | -2 | 1528 | 4 | 4
30 | Nc1nonc1C(=O)N/N=C/c1cc(Br)ccc1O | -0.72 | 86 | 1 | 1.5 | 1 | 4 | -48 | 6 | 1745 | -22 | 19
31 | Cc1nc2ccccc2n1CCC(=O)O | 1.7 | 101 | 1 | 1 | -9 | 13 | 4 | 3 | 1542 | -1 | 5
32 | CNC(=O)CSc1nc2[nH]ncc2c(=O)[nH]1 | -0.029 | 96 | 1 | 1.1 | 4 | 6 | -6 | 7 | 1900 | -2 | 10
33 | CC(=O)c1cc(CC=C(C)C)c(O)c(CC=C(C)C)c1O | nt | 108 | 1.1 | 1 | 6 | 6 | 4 | 0 | 1725 | 2 | -2
34 | CCC(C)NS(=O)(=O)c1ccc(OCC(=O)NCc2cccnc2)cc1 (stereo unspecified) | nt | 102 | 1 | 1 | 2 | 8 | 2 | 6 | 1304 | 2 | 3
35 | CS(=O)(=O)NN1C(=O)c2ccccc2NC1c1ccccc1 (stereo unspecified) | 0.026 | 103 | 1 | 1 | 8 | 5 | -5 | 2 | 1656 | 1 | 1
36 | CC(C)(O)C#Cc1ccc(C(=O)N2CCN(c3ccc(Cl)cc3)CC2)cc1 | nt | 95 | 1 | 1 | -3 | -5 | 0 | -2 | 1578 | -2 | 10
37 | CN=C1NN=C(c2cc(C)n(-c3ccc(Cl)cc3)c2C)CS1 | 0.49 | 79 | 1 | 1.1 | 12 | 13 | -12 | 8 | 1741 | -7 | 29
38 | OC1(c2ccc3c(c2)OCO3)CCN(Cc2ccccn2)CC1 | -0.24 | 100 | 1 | 1 | 6 | 4 | -1 | 7 | 1713 | -3 | 2
39 | O=C(Nc1nc(-c2ccccc2)c(C(=O)c2ccccc2)s1)c1ccc(S(=O)(=O)N2CCCC2)cc1 | nt | 100 | 0.9 | 0.8 | -1 | 4 | 23 | -1 | 1606 | 14 | 3
40 | O=C(CSc1ccncc1)Nc1ccc2ccccc2c1 | -0.84 | 102 | 1 | 1 | -3 | 9 | 2 | 1 | 1443 | -1 | 2
41 | CCN1CCc2c(OCC(=O)Nc3ccc4c(c3)OCCO4)cccc2C1=O | 0.074 | 103 | 1 | 1 | 4 | 5 | 2 | 0 | 1561 | 8 | 4
42 | O=C(Nc1nc2ccccc2[nH]1)c1cccc([N+](=O)[O-])c1 | 0.81 | 107 | 1 | 1.1 | -2 | -2 | -10 | 3 | 1567 | -65 | -2

9 entries already listed, sorted by length of the SMILES, descending:
# | Compound | ROMK mod | STAT3 activator | TNAP act hiacc | bIAP activator | PPARg SRC3 recr | PPARg SRC2 recr | bIAP inhibitor | PPARg SRC-1 ag | TR-FRET SRC-2 ct | STAT1 inh | STAT3 blocker
10 | CC1(c2cc([N+](=O)[O-])cc([N+](=O)[O-])c2)CC(C)(C)N(C(=O)c2ccccc2)c2ccccc21 (stereo unspecified) | nt | 99 | 1.1 | 0.9 | 2 | 2 | 7 | 7 | 1375 | 9 | 8
39 | O=C(Nc1nc(-c2ccccc2)c(C(=O)c2ccccc2)s1)c1ccc(S(=O)(=O)N2CCCC2)cc1 | nt | 100 | 0.9 | 0.8 | -1 | 4 | 23 | -1 | 1606 | 14 | 3
21 | CCn1cc([N+](=O)[O-])c(C(=O)N2N=C(c3ccc(OC)cc3OC)CC2c2ccccc2O)n1 (stereo unspecified) | 0.21 | 102 | 1 | 0.9 | -2 | 7 | 8 | 0 | 1592 | 0 | -6
25 | CCOC(=O)c1c(C)nc2sc(C(N)=O)c(N)c2c1-c1ccc(OC)cc1 | 0.012 | 94 | 1 | 1 | 2 | 4 | 5 | -1 | 1604 | 10 | 13
15 | CC1CCN(c2nc3c(c(=O)[nH]c(=O)n3C)n2Cc2ccccc2)CC1 | nt | 106 | 1 | 0.9 | 5 | -2 | 11 | -2 | 1684 | -3 | 2
41 | CCN1CCc2c(OCC(=O)Nc3ccc4c(c3)OCCO4)cccc2C1=O | 0.074 | 103 | 1 | 1 | 4 | 5 | 2 | 0 | 1561 | 8 | 4
19 | COc1ccccc1C1CC(c2ccccc2)=NN1C(=S)Nc1ccccc1 (stereo unspecified) | 1.2 | 127 | 1 | 1 | 23* | 37* | -3 | 43* | 2595* | 3 | -27
20 | Cn1nc(C(=O)N2CCCc3ccccc32)c2ccccc2c1=O | -0.27 | 98 | 1 | 1.1 | 4 | 3 | -12 | 2 | 1766 | 0 | 14
13 | O=C(COc1ncnc2sccc12)Nc1ccc(F)cc1F | 0.095 | 98 | 1.1 | 1.1 | 9 | 8 | -8 | 9 | 1806 | 1 | 3

Not a hit list (roughly 3.7% active in at least one column).
